Screens as filed in PubChem.
aSyn rescue – rescues yeast growth from alpha-synuclein toxicity. AID 652106. Yeast expressing alpha-synuclein, growth rescue, BacTiter-Glo, 24 h. 370,000 tested, 0.14% active. Potency, µM (series often up to 46.1 µM), inactives show at the highest dose growth rescue (activation), usual class: activators; also: potency is read from the fitted curve at half-maximal effect; % of control where 0% means no effect; nearly all actives have a fitted effect of over 65% in size
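Galactose-induced alpha-syn yeast (OD600=0.02, raffinose-pregrown) + pinned cpd, 24 hr, 30 deg C; growth by BacTiter-Glo luminescence. Growth restoration scores as activation.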
TDP43 rescue – rescues yeast growth from TDP-43 toxicity; TDP-43 expressing yeast growth rescue, BacTiter-Glo, 24 h; Potency, µM (highest dose often 46.1 µM), without a hit: at the highest dose growth rescue (activation), most hits filed as activators; 410,000 tested, 1.8% active; AID 652104; also: potency is read from the fitted curve at half-maximal effect; % of control where 0% means no effect; nearly all actives have a fitted effect of over 50% in size
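Galactose-induced TDP-43 yeast, OD600=0.02, compound pinned; 24 hr, 30 deg C; BacTiter-Glo luminescence for growth. Inhibitors of TDP-43 toxicity read as activators.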
Akt phos inh – blocks phosphorylation of Akt. Neuro2A IGF-stimulated pAkt S473 HTRF, 20 min; active compounds read low. activity change, % for hits at 50 µM. 360,000 tested, 0.32% active. AID 651550; in the data active = activity change below about -80%; inconclusive = mostly about -51% to -80%; also: % is scaled to controls: 0 for no effect and ±100 for the full control effect
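Neuro2A cells in DMEM with 0.5% FBS, overnight at 37 deg C, given compound at single 50 µM final, then IGF (6 nM final) for 20 min at 37 deg C. Lysed; phospho-Akt Ser473 by HTRF after 24 h, 665/615 ratio.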
PTHR1 agonist – activates the human parathyroid hormone receptor PTHR1; Q03431; HEK293 GP2 PTHR1 cells, GloSensor cAMP luminescence, 1 h; Potency, µM (top dose mostly 115 µM), without a hit: at the highest dose activation, usual class: activators; 410,000 tested, 0.075% active; also: potency is read from the fitted curve at half-maximal effect; nearly all actives have a fitted effect of over 55% in size; some results filed as inactive show a strong effect at the top dose; inactives centre near -15; many of its hits are not listed in these tables
Target sequence (Q03431 whole entry, looked up): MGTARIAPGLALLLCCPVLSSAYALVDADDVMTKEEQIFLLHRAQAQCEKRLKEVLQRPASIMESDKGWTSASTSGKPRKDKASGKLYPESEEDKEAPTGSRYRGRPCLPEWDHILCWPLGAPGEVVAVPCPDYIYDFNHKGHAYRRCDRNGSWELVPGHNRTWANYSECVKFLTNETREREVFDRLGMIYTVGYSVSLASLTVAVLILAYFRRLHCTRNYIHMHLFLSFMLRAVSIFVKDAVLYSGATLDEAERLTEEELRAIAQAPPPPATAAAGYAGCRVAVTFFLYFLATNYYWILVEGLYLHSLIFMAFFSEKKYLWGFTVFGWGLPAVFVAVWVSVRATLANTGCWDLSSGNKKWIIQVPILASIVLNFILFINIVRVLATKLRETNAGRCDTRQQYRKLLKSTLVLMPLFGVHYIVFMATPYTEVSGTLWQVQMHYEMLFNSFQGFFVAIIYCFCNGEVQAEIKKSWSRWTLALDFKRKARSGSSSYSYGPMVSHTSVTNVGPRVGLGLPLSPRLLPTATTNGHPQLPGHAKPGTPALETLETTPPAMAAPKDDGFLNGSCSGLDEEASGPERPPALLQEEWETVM
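HEK-293-derived GP2 cells expressing PTHR1 and a GloSensor cAMP reporter, 3,000/well, plated overnight, given luciferin plus IBMX (each 0.5 mM as added) for 1 h at 37 °C, then compound for 1 h at 37 °C. Luminescence was read after 15 min at room temperature.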
GLP-1R inv ag – acts as inverse agonist at human GLP-1 receptor; 410,000 tested, 1.6% active; Potency, µM (highest dose often 38.3 µM), without a hit: top-dose activity change, negative = inhibition, most hits filed as inhibitors; HEK293 GLP-1R CRE-luciferase, luminescence, 24 h; GLP-1R form is constitutively active; AID 624417; also: potency is read from the fitted curve at half-maximal effect; % is scaled to controls: 0 for no effect and ±100 for the full control effect; nearly all actives have a fitted effect of over 55% in size
Target sequence (P43220 whole entry, looked up): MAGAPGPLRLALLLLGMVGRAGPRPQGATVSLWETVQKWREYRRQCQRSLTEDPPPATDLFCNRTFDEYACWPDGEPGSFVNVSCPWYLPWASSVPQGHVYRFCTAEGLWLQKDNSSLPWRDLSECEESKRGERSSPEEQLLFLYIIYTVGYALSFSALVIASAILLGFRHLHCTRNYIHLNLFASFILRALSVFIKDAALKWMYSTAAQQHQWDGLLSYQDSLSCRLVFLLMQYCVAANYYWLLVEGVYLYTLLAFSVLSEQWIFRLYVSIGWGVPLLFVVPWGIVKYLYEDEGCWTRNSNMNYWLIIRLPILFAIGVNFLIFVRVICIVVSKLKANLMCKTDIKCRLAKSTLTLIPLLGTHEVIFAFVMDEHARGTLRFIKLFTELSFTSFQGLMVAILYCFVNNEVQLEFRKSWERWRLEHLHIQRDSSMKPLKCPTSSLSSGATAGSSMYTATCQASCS
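Readout was luciferase luminescence, measured 12 min after detection reagent at room temperature. Beforehand, GLP-1R reporter HEK293 cells had sat 12 h, then received compounds for 24 hr at 37 deg C.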
FUS yeast rescue – FUS proteinopathy suppression in yeast | S. cerevisiae FUS-expressing, growth rescue, OD600, 24 h | Potency, µM (series often up to 76.6 µM), for the others: at the top dose growth rescue (activation), hits mostly activators | 390,000 tested, 0.24% active;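 also: potency is read from the fitted curve at half-maximal effect; plate controls were DMSO vehicle for no effect and reference control for full effect; nearly all actives have a fitted effect of over 55% in size; some results filed as inactive show a strong effect at the top dose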
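Quantitative HTS measuring growth restoration of FUS-toxic yeast. Galactose-induced cells (OD 0.005) were exposed 24hr at 30C to compounds at several concentrations, then absorbance at 600 nm was recorded.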
MmCpn inh – blocks the Methanococcus maripaludis chaperonin Mm-Cpn | 330,000 tested, 0.031% active | Potency, µM (titrated, usually from 76.9 µM), for inactives: top-dose activity, negative = inhibition, actives largely listed as inhibitors | purified Mm-Cpn ATPase, ADP Transcreener TR-FRET; also: potency is read from the fitted curve at half-maximal effect; % is scaled to controls: 0 for no effect and ±100 for the full control effect; nearly all actives have a fitted effect of over 80% in size
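Purified archaeal chaperonin (25 nM final) was preincubated with compound for 10 min at 37°C, then ATP (10 uM final) was added for 30 min at 37°C in Tris pH 7.4/KCl/MgCl2/DTT buffer. ADP was quantified by HTRF Transcreener TR-FRET.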
HEK293 tox – cytotoxic in the GLP-1 receptor inverse agonist counter-screen; HEK293 cAMP-luciferase reporter cells, luminescence, 24 h; Potency, µM (highest dose often 38.3 µM), inactives show top-dose activity change, negative = inhibition, usual class: inhibitors; 410,000 tested, 0.13% active; AID 624418;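 also: loss of luciferase light is scored as toxicity; potency is read from the fitted curve at half-maximal effect; % is scaled to controls: 0 for no effect and ±100 for the full control effect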
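Seeding density was 200 cells/uL; after overnight-length (12 h) culture, 23 nL compounds went on for 24 h at 37 °C. Readout used a luciferase detection reagent, luminescence taken after 12 min at room temperature.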
Abeta rescue – A-beta toxicity reversal in yeast; yeast expressing A-beta42, growth rescue, OD600, 48 h; response scale: 0% DMSO, 100% iron-clioquinol control; Potency, µM (doses to about 46.1 µM), inactives show at the top dose growth rescue, most hits filed as activators; 410,000 tested, 0.063% active; also: potency is read from the fitted curve at half-maximal effect; nearly all actives have a fitted effect of over 55% in size
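Growth rescue measured by 600 nm absorbance after 48 h yeast culture at 30 C with compound. Values normalized between DMSO and an equimolar ferric chloride plus clioquinol control.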
An asterisk follows results filed as active; i = inactive; u = inconclusive; x = no result given; [ ] = dose if it differs, or a comment. Unless noted, calls follow the shape of the dose curve; as a rule, active = well fitted curve in the direction sought with a large enough effect; inconclusive = small, poorly fitted or top-dose-only effect, or another doubt; inactive = no such curve, though single readings can be large; an effect the other way counts as inactive or inconclusive. These rows are one share of the data; count on the stated rates, not on these rows.

No.	canonical_smiles	aSyn rescue	TDP43 rescue	Akt phos inh	PTHR1 agonist	GLP-1R inv ag	FUS yeast rescue	MmCpn inh	HEK293 tox	Abeta rescue
1	CCCCCOC(=O)NCCOC(=O)Nc1ccc(C(=O)OCC)cc1	-11%	10%	i	i	0%	30%	1%	-12%	-12%
2	CCc1noc(C)c1C(=O)NNC(=O)c1ccc(N(CC)CC)cc1	-3%	11%	i	i	-15%	-12%	0%	-8%	7%
3	CCOC(=O)c1c2c3c(c(Cl)ccc3[nH]c1=O)C(=O)c1ccccc1-2	3%	-17%	i	-3%	26%	-5%	0%	-12%	-7%
4	CCO[C@H]1OC(C(=O)N2CCOCC2)=C[C@@H](C2CC2)[C@@H]1CCCO	-2%	-22%	i	-39%[inhibitor]	-23%	-44%	x	3%	0%
5	CCNc1nc2c(c(=O)n(C)c(=O)n2C)n1CC(O)COc1ccccc1 (stereo not drawn)	-7%	4%	x	-37%[inhibitor]	12%	-17%	x	-7%	-13%
6	Cc1ccc(C(=O)c2oc3ccccc3c2NC(=O)c2cc(-c3cc(C)ccc3O)n[nH]2)cc1	-2%	2%	i	-5%	-10%	14%	0%	62%[activator]	10%
7	Cc1ccc(SCC(=O)N2CCc3ccccc32)cc1	-1%	13%	i	-16%[57.5 µM]	u	-19%	1%	2%	23%
8	CC1=CC(=O)C(C(C)C)=C/C1=N\OC(=O)c1cccc2nc(C)oc12	0%	-21%	i	i	32%	x	1%	18%	2%
9	O=C(Nc1ccccc1N1CCCC1)C1CCN(S(=O)(=O)c2cccc(C(F)(F)F)c2)CC1	0%	-12%	i	i	u	u	-1%	-21%	-2%
10	Cc1cc2n(n1)C(c1ccc(O)cc1)Nc1ccccc1-2 (stereo not drawn)	0%	u	i	-13%	-20%	-11%	2%	3%	-6%
11	CC(C)(C)C1CCC(=NNC(=S)Nc2cccnc2)CC1 (stereo not drawn)	16%	x	i	-8%	u	11%	1%	u	23%
12	COc1ccnc(Oc2ccccc2)c1C(N)=O	-4%	0%	i	i	-6%	-6%	-1%	4%	-7%
13	CC(=O)N(C)c1ccc(OCC(O)CN(Cc2ccco2)S(=O)(=O)c2ccc(C)cc2)cc1 (stereo not drawn)	1%	-9%	i	-10%[57.5 µM]	46%[activator]	28%	x	15%	4%
14	CCOCCCNC(=O)Cc1ccc(Br)cc1	-8%	2%	i	i	16%	-30%	-1%	0%	-36%
15	O=C(Nc1ccc2oc(-c3ccncc3)nc2c1)c1ccc(F)cc1	1%	7%	i	-20%	2%	17%	-8%	0%	15%
16	CC(C)CCNC(=O)CCC(=O)N1Cc2ccccc2Oc2ncccc21	x	1%	x	9%	-7%	-18%	x	0%	-12%
17	C=C1CC2C3CC[C@@]4(OCOC45COCO5)[C@@]3(C)C(O)CC2[C@@]2(C)CCC(=O)C=C12 (stereo partly drawn)	5%	0%	i	-9%	-5%	x	-1%	-17%	2%
18	CC1=C(C(=O)N2CCCCCC2)CC(CC(=O)NCC2CCCCC2)C(=O)N1Cc1ccccc1 (stereo not drawn)	1%	20%	i	i	-7%	30%	x	-1%	4%
19	Cc1ccc(CNC(=O)c2ccc(CSCc3ccccc3Cl)o2)cc1	x	18%	x	-8%	u	34%	x	9%	8%
20	CCn1c(=O)cc(SCC(=O)Nc2ccc3c(c2)OCO3)c2ccccc21	-8%	-8%	x	24%[57.5 µM]	96%[activator]	-10%	2%	0%	2%

Structural class: the compounds so far with an NH in an aromatic ring.
No.	canonical_smiles	aSyn rescue	TDP43 rescue	Akt phos inh	PTHR1 agonist	GLP-1R inv ag	FUS yeast rescue	MmCpn inh	HEK293 tox	Abeta rescue
3	CCOC(=O)c1c2c3c(c(Cl)ccc3[nH]c1=O)C(=O)c1ccccc1-2	3%	-17%	i	-3%	26%	-5%	0%	-12%	-7%
6	Cc1ccc(C(=O)c2oc3ccccc3c2NC(=O)c2cc(-c3cc(C)ccc3O)n[nH]2)cc1	-2%	2%	i	-5%	-10%	14%	0%	62%[activator]	10%

Continued:
No.	canonical_smiles	aSyn rescue	TDP43 rescue	Akt phos inh	PTHR1 agonist	GLP-1R inv ag	FUS yeast rescue	MmCpn inh	HEK293 tox	Abeta rescue
21	CN(C)c1ccc(NC(=O)c2ccc([N+](=O)[O-])cc2Cl)cc1	-10%	16%	i	i	-22%	-3%	-2%	-15%	-13%
22	CC(OC(=O)CN1C(=O)NC2(CCCC2)C1=O)C(=O)c1ccccc1 (stereo not drawn)	2%	-13%	i	-48%	-9%	-11%	6%	1%	-8%
23	O=C(CSc1nc2ccccc2c(=O)[nH]1)N1CCCCC1	4%	18%	i	-10%	9%	-23%	1%	4%	6%
24	CN(CC(=O)Nc1ccccc1Cl)CC(=O)N(C)c1c(N)n(Cc2ccccc2)c(=O)[nH]c1=O	-1%	-19%	i	i	-17%	25%	4%	-1%	-12%
25	Fc1ccc(-c2nnc3sc(C4COc5ccccc5O4)nn23)cc1 (stereo not drawn)	-3%	19%	i	30%[57.5 µM]	u	22%	0%	3%	-20%
26	O=C(Nc1ccccc1[N+](=O)[O-])OCC=Cc1ccccc1	8%	31%	i	i	-28%	-23%	x	-8%	17%
27	CN(CCc1ccccc1)C1CCCN(C(=O)Cn2cccn2)C1 (stereo not drawn)	2%	10%	i	5%	-10%	1%	2%	-2%	27%
28	Cc1ccc(-n2c(NN)nc3ccccc3c2=O)c(C)c1	2%	13%	i	i	-12%	14%	1%	11%	-15%
29	Cc1nc2ccc(NC(=O)c3cccc(C(F)(F)F)c3)cc2o1	-12%	11µM*	i	-9%	0%	16%	0%	-20%	8%
30	CCc1nc2ccccc2n1CC(=O)Nc1cc(C)on1	-6%	-16%[1.82 µM]	i	17%	-2%	14%	-9%	2%	-11%
31	CC(OC(=O)Cc1c[nH]c2ccccc12)C(=O)c1ccccc1 (stereo not drawn)	25%	u	i	i	u	18%	1%	-1%	-2%
32	Cc1ccc2oc(C(Cl)(Cl)Cl)cc(=O)c2c1	-20%	-16%	i	-1%[57.5 µM]	74%[activator]	-13%	1%	u	-44%[inhibitor]
33	S=C(NCc1ccccc1)N1CCc2ccccc2C1	3%	11µM*	i	-31%[inhibitor]	u	-19%	2%	-2%	12%
34	CCn1nc(C(=O)NNC(=O)C(Cc2ccccc2)NC(N)=O)c2ccccc2c1=O (stereo not drawn)	-7%	-3%	i	i	1%	-11%	1%	-6%	8%
35	COc1ccc(N2CC(C(=O)Nc3nc(-c4ccccc4)c(C(C)=O)s3)CC2=O)c(OC)c1 (stereo not drawn)	-4%	-6%	i	4%	6%	u	-11%	7%	-16%
36	CCCC(c1nnnn1Cc1ccc(F)cc1)N1CCN(C)CC1 (stereo not drawn)	-6%	-11%	i	i	-14%	28%	2%	14%	15%
37	OC/C(Br)=C(\Br)CO	-1%	16%	i	-7%	15%	-36%	-2%	6%	-21%
38	Cc1c(N2C(=O)c3ccccc3C2(O)c2ccccc2)c(=O)n(-c2ccccc2)n1C (stereo not drawn)	1%	5%	i	i	-2%	-19%	3%	1%	u
39	Cc1cccc(Cn2nc(C)cc2NC(=O)CCCn2ccc([N+](=O)[O-])n2)c1	-8%	4%	i	-83%	3%	2%	4%	1%	20%
40	O=C(CCNS(=O)(=O)c1ccc(OC(F)(F)F)cc1)Nc1cccc(S(=O)(=O)N2CCCC2)c1	-6%	1%	i	-26%	10µM*	14%	x	4%	-2%

Ordered by SMILES length (smallest number first): 3 of the compounds above
No.	canonical_smiles	aSyn rescue	TDP43 rescue	Akt phos inh	PTHR1 agonist	GLP-1R inv ag	FUS yeast rescue	MmCpn inh	HEK293 tox	Abeta rescue
22	CC(OC(=O)CN1C(=O)NC2(CCCC2)C1=O)C(=O)c1ccccc1 (stereo not drawn)	2%	-13%	i	-48%	-9%	-11%	6%	1%	-8%
4	CCO[C@H]1OC(C(=O)N2CCOCC2)=C[C@@H](C2CC2)[C@@H]1CCCO	-2%	-22%	i	-39%[inhibitor]	-23%	-44%	x	3%	0%
35	COc1ccc(N2CC(C(=O)Nc3nc(-c4ccccc4)c(C(C)=O)s3)CC2=O)c(OC)c1 (stereo not drawn)	-4%	-6%	i	4%	6%	u	-11%	7%	-16%

(further entries)
No.	canonical_smiles	aSyn rescue	TDP43 rescue	Akt phos inh	PTHR1 agonist	GLP-1R inv ag	FUS yeast rescue	MmCpn inh	HEK293 tox	Abeta rescue
41	CCN(CC)C(=O)Cn1c(=O)n(CCCC(=O)NCc2ccc3c(c2)OCO3)c(=O)c2sccc21	1%	6%	i	-4%	3%	-1%	-6%	-12%	3%
42	O=C(CN1CCOc2ccccc21)NC1CCCCCCC1	6%	8%	i	-7%	u	6%	x	-12%	13%
43	Cc1ccccc1Cn1c(CN2CCC(C(=O)NCCN(C)C)CC2)cc2ccccc21	x	3%	x	-1%	-9%	1%	x	1%	-15%
44	O=C(COC(=O)c1cccnc1Cl)NC1CCCCC1	-1%	7%	i	-28%	9%	-34%	-1%	-2%	-12%
45	CN(C)S(=O)(=O)c1ccc(C(=O)Nc2nnc(Cc3ccccc3)s2)cc1	5%	20%	i	-12%	-15%	-10%	-5%	10%	13%
46	O=C(NCc1cccc(Cl)c1)C1CCC(=O)N(CCCN2CCCC2=O)C1 (stereo not drawn)	0%	20%	i	-10%	16%	x	0%	7%	-5%
